PLCg1 inh – inhibitors of human phospholipase C gamma1; P19174; inhibition, % at 12.2 µM; purified PLC-gamma1, fluorogenic substrate, fluorescence; actives 0.84% (n = 370,000); in the data active = inhibition above about 9.5%
UHRF1 binding – UHRF1 methyl-DNA binding inhibition. Q96T88. UHRF1 binding to methylated oligo, TR-FRET. inhibition, % at 4.4 µM. actives 0.75% (n = 370,000). AID 687016; in the data active = inhibition above about 21%;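 note: UHRF1 SRA domain binding a hemimethylated CpG hairpin DNA probe; 0% = median of test compound wells and 100% = reference inhibitor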
MBD2 inh – MBD2-methylated oligo binding inhibition | TR-FRET, MBD2 binding to methylated oligonucleotide | inhibition, % at 4.4 µM | actives 0.31% (n = 370,000) | AID 686964; in the data active = inhibition above about 13%
Target sequence (Q9UBB5 whole entry, looked up): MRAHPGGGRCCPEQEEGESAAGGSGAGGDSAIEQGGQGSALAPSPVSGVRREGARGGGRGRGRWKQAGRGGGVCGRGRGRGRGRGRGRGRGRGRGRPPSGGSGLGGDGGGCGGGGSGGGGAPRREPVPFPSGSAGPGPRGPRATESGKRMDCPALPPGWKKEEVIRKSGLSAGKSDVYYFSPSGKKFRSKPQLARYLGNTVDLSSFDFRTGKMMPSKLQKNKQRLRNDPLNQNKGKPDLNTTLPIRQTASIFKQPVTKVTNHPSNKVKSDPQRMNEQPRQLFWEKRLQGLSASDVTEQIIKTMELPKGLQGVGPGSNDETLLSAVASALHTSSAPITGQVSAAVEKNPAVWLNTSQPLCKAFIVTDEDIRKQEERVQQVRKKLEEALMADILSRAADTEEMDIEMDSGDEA
PLCb3 inh – inhibitors of human phospholipase C beta3 | Purified PLC-beta3, fluorogenic substrate, fluorescence | inhibition, % at 12.2 µM | Q01970 | actives 0.18% (n = 370,000) | AID 720704; in the data active = inhibition above about 11%;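 note: 0% = median of compound wells on plate and 100% = full blocker control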
ADAM17 inh – inhibits human ADAM17 | P78536 | recombinant ADAM17, EDANS/DABCYL FRET peptide cleavage | AID 720648 | inhibition, % at 6.95 µM | actives 0.83% (n = 370,000);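 active = inhibition above the mean of compounds lying between control limits plus 3 SD, set per campaign, cut at about 8.5% in these data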;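 note: 0% = DMSO-only wells as the low control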
KLK7 zymogen act – proKLK7 (human) activation, primary screen; purified proKLK7, EDANS-DABCYL substrate fluorescence; 100% is mature enzyme control, 0% vehicle; activation, % at 7 µM; actives 0.9% (n = 370,000); AID 652039;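 active = activation above the mean of all tested compounds plus 3 SD, computed per campaign excluding outliers beyond control limits, cut at about 13% in these data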
Target sequence (P49862 whole entry, looked up): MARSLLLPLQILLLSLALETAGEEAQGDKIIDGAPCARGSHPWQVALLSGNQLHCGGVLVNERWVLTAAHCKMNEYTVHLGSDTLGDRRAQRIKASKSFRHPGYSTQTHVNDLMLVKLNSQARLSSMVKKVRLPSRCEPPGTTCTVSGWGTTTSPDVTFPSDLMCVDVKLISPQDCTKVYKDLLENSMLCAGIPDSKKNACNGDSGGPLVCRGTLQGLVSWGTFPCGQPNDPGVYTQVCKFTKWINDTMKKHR
Tn6 DDE FP – DD(E)-Tn6 binding inhibition, primary FP screen | Fibrin DD(E) TRITC-Tn6 fluorescence polarization displacement | AID 720509 | inhibition, % at 8.3 µM | actives 0.21% (n = 370,000);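 active = inhibition above a per-campaign cutoff: mean of compounds within control limits plus 3 SD, cut at about 15% in these data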;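 note: 0% = median of all compound wells on the plate and 100% = blocking peptide control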
ASAP1 GAP inh – blocks human ASAP1-stimulated Arf1 GTP hydrolysis | GDP FP detection | AID 624377 | Q9ULH1 | inhibition, % at 16.5 µM | actives 0.19% (n = 360,000); in the data active = inhibition above about 25%;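 note: 0% = vehicle with enzyme and substrate and 100% = no enzyme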
ARFGAP1 inh – rat ARFGAP1 inhibition; Arfgap1-stimulated ARF1 GTP hydrolysis, GDP FP detection; inhibition, % at 16.5 µM; actives 0.26% (n = 360,000); AID 651572;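 active = inhibition above a per-plate limit, mean inhibition of low control wells plus 3 SD, cut at about 25% in these data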;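 note: 0% = DMSO wells with enzyme and 100% = wells lacking Arfgap1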
Target sequence (Q62848 1-136 limits assumed): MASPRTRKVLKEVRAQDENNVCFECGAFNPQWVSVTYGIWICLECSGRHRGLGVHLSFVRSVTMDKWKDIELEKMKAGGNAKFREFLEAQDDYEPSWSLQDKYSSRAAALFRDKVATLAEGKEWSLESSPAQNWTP
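Assay system: purified rat His6-Arfgap1 residues 1-136 (GAP domain); Reagent: human Δ17 ARF1 bound to GTP; Dosing: 16.5 µM single point, 1.26% DMSO; Times: GTP hydrolysis reaction 2 h at 25 °C; Signal: FP, GDP Alexa 633 tracer displaced from anti-GDP antibody, 620/688 nm; Measure: % inhibition from polarization.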
Tn7 DDE FP – inhibitors of Tn7 peptide binding to human fibrin DD(E) | actives 0.13% (n = 370,000) | inhibition, % at 8.3 µM | FP displacement of FITC-Tn7 peptide from fibrin DD(E); 0% = median of compound wells per plate | P02675;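 active = inhibition above the mean of compounds falling within the control limits plus 3 SD of them, cut at about 14% in these data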;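 note: 0% = plate median of compound wells and 100% = 10 µM Aha-Tn7 peptide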
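Measure: % inhibition scaled between sample-field median and high-control FP; Test system: human fibrin DD(E); Quantity: 2 µM final DD(E) protein; Doses: one dose, 8.3 µM nominal; Schedule: compound with protein 10 min, then 3 h after probe, room temperature; Detection: fluorescence polarization; Medium: Tris buffer with calcium and detergent, pH 7.8.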
Starred values were filed as active, the others as inactive; i = inactive; x = not tested or not shown.

PLCg1 inh	UHRF1 binding	MBD2 inh	PLCb3 inh	ADAM17 inh	KLK7 zymogen act	Tn6 DDE FP	ASAP1 GAP inh	ARFGAP1 inh	Tn7 DDE FP	Molecule
0.4	1.5	2.1	-3.8	-3.7	0.9	2.0	0.4	-8.5	4.3	N/C(Cc1ccc(Cl)cc1)=N\OC(=O)CCc1ccccc1
-12.3	-0.6	-4.7	-17.8	-6.0	0.3	0.8	13.8	-3.9	4.9	Cc1c(Cl)cnc(NC(=O)COC(=O)c2ccc([N+](=O)[O-])s2)c1Cl
3.7	-3.7	-3.0	-0.8	-1.4	0.5	-1.8	1.6	3.7	-6.2	CCOc1ccccc1CNc1ncnc2ccc(-c3c(C)noc3C)cc12
-8.9	3.1	4.2	-20.8	-27.8	-0.8	-4.2	6.7	12.4	3.7	O=C(NCc1ccccn1)c1ccc(=O)oc1
2.4	-1.1	-3.6	-58.0	0.5	-0.3	-6.6	-1.6	5.2	2.1	O=C(COC(=O)C12CC3CC(CC(Br)(C3)C1)C2)N1CCOCC1
-2.4	1.0	3.5	-4.1	-3.2	0.0	-10.7	1.9	6.2	0.4	O=c1c2c3nc4ccccc4nc3n(/N=C/c3ccco3)c2ncn1CCC1=CCCCC1
0.6	-1.0	-8.2	0.8	-1.0	0.4	5.1	-17.6	-16.4	-0.7	Cc1cc(NS(=O)(=O)c2ccc(NC(=O)c3cccc(OC(F)F)c3)cc2)nc(C)n1
-0.8	0.8	-0.6	2.8	4.7	-0.1	1.3	x	x	6.2	CCOC(=O)[C@@]12CCCC=C1N(CCc1ccc(Cl)cc1)C(=O)[C@H]2CC(=O)NCc1cccs1
2.8	17.7	6.5	3.7	-1.6	-0.1	1.7	-4.4	6.9	-2.0	O=C(NCCCN1CCOCC1)c1cc(Cl)ccc1[N+](=O)[O-]
-0.9	0.3	4.9	1.4	-6.1	0.5	5.5	-13.8	-1.7	0.7	C=CCN1C(=NC(=O)CCC(=O)O)SC2CS(=O)(=O)CC21 (configuration not stated)
1.9	-0.8	0.5	1.6	0.1	0.5	-3.1	-1.5	1.6	0.1	COc1cc(CN2CCSCC2)cc(OC)c1OC
0.9	1.2	2.4	0.3	-0.7	0.2	-6.2	10.2	-4.2	-3.8	CC(C)(NC(=O)N1CCCC1)c1cccc(C(C)(C)NC(=O)N2CCCC2)c1
0.3	4.8	-0.8	-10.2	-8.8	0.6	0.6	3.9	-9.4	-2.5	Cc1ccc(C2=NN(C(=O)CN3CCN(C4CCS(=O)(=O)C4)CC3)C(c3ccco3)C2)cc1 (configuration not stated)
6.5	0.8	-2.1	5.4	3.3	-0.1	-3.3	4.1	-5.2	-10.5	CC(C)(C)c1cc(CN(CCO)CCO)cc(C(C)(C)C)c1O
0.2	1.6	0.8	-0.6	-3.7	-0.8	0.6	-3.0	-8.2	2.7	OCCC1CN(Cc2ccc(Oc3ncccn3)cc2)CCN1C1CCCC1 (configuration not stated)
3.1	1.8	0.1	-4.3	1.6	0.0	6.5	-12.6	4.9	-0.1	CCc1ccc(NC(=O)CCNC(=O)Cn2cnc3ccccc3c2=O)cc1
1.8	0.9	6.2	-8.7	-2.8	-0.2	-2.0	2.3	12.5	6.1	COc1ccc(CN2C(=O)C(CC(=O)NCc3ccco3)CC(C(=O)N(C(C)C)C(C)C)=C2C)cc1 (configuration not stated)
-0.6	1.7	5.0	0.2	-0.8	0.3	-4.6	1.7	8.0	-4.0	COc1ccc(CCc2nc3ccccc3n2C(CCc2ccccc2)c2nc3ccccc3[nH]2)cc1 (configuration not stated)
-4.5	-1.7	-6.3	1.2	2.8	-0.2	8.3	-3.4	-17.8	6.9	O=S1(=O)CC(N2CCC(Cc3ccccc3)CC2)CN1CCc1ccccc1 (configuration not stated)
1.6	0.2	-5.3	2.5	0.2	-0.4	3.4	-7.4	-3.4	0.7	N#CCN1CCN(CC(=O)Nc2ccc(OCc3ccccc3)cc2)CC1
-0.1	1.1	0.9	-1.4	-3.1	0.0	-4.0	14.5	-3.1	-0.6	Cn1cccc1/C=N/NC(=O)C12CC3CC(CC(C3)C1)C2
-2.6	2.3	3.7	-3.9	2.7	-0.5	-4.3	-3.2	22.4	6.9	CCCCC1(C)OC(=O)C(=Cc2ccc(N(CC)CC)cc2)C(=O)O1 (configuration not stated)
7.5	-6.0	-6.3	9.5	8.5	-0.8	1.2	2.9	-0.5	-6.0	COc1cc(N=Nc2ccc(C)cc2S(N)(=O)=O)c(C)cc1N
-0.5	-10.3	-8.1	-0.6	2.6	0.0	0.8	11.3	-3.6	-4.5	COc1ccc(CNc2cc(NCCCO)c([N+](=O)[O-])c3nonc23)cc1
3.1	-3.0	-5.0	2.6	-0.7	-0.5	-1.0	3.2	-12.8	-1.4	Cc1oc(-c2ccc(Cl)cc2)nc1CN1CCC(C(=O)NCCCN2CCCC2=O)CC1
2.0	-1.3	-1.8	-2.6	1.2	0.4	-1.1	5.6	4.2	4.8	COCCN(Cc1ccco1)C(=O)Cn1ncc2c(=O)oc3ccccc3c21
-16.0	10.2	1.7	-11.2	-1.3	-0.3	0.1	-9.7	-0.2	4.9	CC(=O)c1sc(NC(=O)c2cccs2)nc1C
0.6	-3.7	-3.0	2.1	0.9	0.0	5.8	7.8	3.8	-0.7	COc1cccc(CN=c2c([N+](=O)[O-])nn(-c3ccccc3C)n2O)c1
-1.0	-2.2	-5.3	1.8	-2.5	-0.6	-8.8	-0.4	6.5	-0.1	CCOC(=O)N1CCN(C(=O)CSCc2ccccc2C)CC1
1.2	3.2	3.8	2.3	-1.5	0.0	3.0	7.3	10.8	8.3	CCOC(=O)c1cc(C(C)=O)c(=O)[nH]c1C
i	-1.4	6.1	i	i	30.7*	0.4	-0.5	1.1	5.8	CCOc1ccc(-c2cc(C(=O)N3CCN(C)CC3)c3ccccc3n2)cc1
-1.7	-1.7	-0.7	-3.6	-0.1	-0.5	5.3	-6.4	-15.1	-0.3	Cc1ccc(S(=O)(=O)CCC(=O)N2CCN(c3ccccc3O)CC2)cc1
-0.2	-1.5	4.6	0.3	-2.5	-1.0	-1.3	-6.5	-3.4	2.2	Cc1ccc(N2C(=O)NC(NS(=O)(=O)c3ccc(C)cc3)(C(F)(F)F)C2=O)cc1 (configuration not stated)
2.9	0.2	-3.6	4.8	-0.4	0.0	8.6	-9.9	-2.4	4.6	CNC(=O)C[C@@H]1CC[C@@H]2[C@H](COC[C@H](O)CN2S(=O)(=O)c2ccccc2Cl)O1
-1.5	0.7	-1.8	-1.8	-7.5	-0.3	2.1	4.7	-1.8	5.2	CC(C)CNC(=O)C1(C)CCCN1C(=O)c1ccc2c(c1)CCO2 (configuration not stated)
i	-0.2	1.3	i	-119.3	-124.8	2.0	0.7	10.7	-7.2	O=C(NCc1ccccc1)C(c1ccccc1F)n1c(=O)c(-c2cc3ccccc3[nH]2)nc2ccccc21 (configuration not stated)
-9.3	-0.2	-0.7	-22.2	-3.6	1.8	3.6	-3.2	-5.4	-8.0	NC(=O)c1ccc[n+](CC(=O)c2ccc(Cl)c(Cl)c2)c1
-1.7	-0.2	-2.5	-9.7	-1.2	0.1	1.4	-6.0	2.9	5.4	COC(=O)c1ccc(NC(=O)CCc2nnc3ccc(N4CCC5(CC4)OCCO5)nn23)cc1
0.7	-0.8	-2.4	2.2	0.8	-0.4	0.7	-6.0	-9.7	1.2	Cc1ccccc1NC(=O)c1ccccc1
0.6	0.1	0.0	-6.2	-3.1	0.4	1.0	-5.8	-8.4	1.6	Cc1ccc(F)cc1CNC(=O)C1CCC(=O)N(C2CC2)C1 (configuration not stated)
-0.9	-1.1	-5.9	-8.4	-3.2	-0.3	-2.9	2.5	-1.5	7.2	Cc1ccc(C)c(S(=O)(=O)Nc2ccc(C(=O)NCC(c3ccco3)N(C)C)cc2)c1 (configuration not stated)
0.0	0.6	1.8	2.8	1.3	-0.6	-2.5	1.9	-12.3	0.7	CC(C)CNC(=O)c1[nH]c(C(F)(F)F)nc1-c1ccccc1
3.3	-0.7	1.0	4.0	-0.6	-0.1	3.5	-2.2	3.5	-1.0	Cc1cccc(NC(=S)NCCO)c1C
2.5	-2.6	-2.3	-1.9	-1.9	-0.4	3.0	-4.1	1.7	3.3	O=C(NN1C(=O)C2C(C1=O)C1C=CC2C12CC2)c1cccnc1 (configuration not stated)
1.6	9.5	-0.9	-5.4	-1.0	-0.1	7.8	3.3	2.4	2.2	COc1ccc(NC(=O)c2cc(C)nn2-c2ccccc2)cc1

Source: PubChem (The Scripps Research Institute Molecular Screening Center)
